Mcl1-Noxa inh: Mcl-1/Noxa binding inhibitors, primary screen, biochemical, TR-FRET, 1536-well | TR-FRET Mcl-1/Noxa peptide binding, 2 h | inhibition, % at 21.7 µM | 220,000 tested, 1.5% active | AID 1022, 2008;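 active means compounds that cut the protein-peptide binding signal by more than 50% relative to plate controls in a single-dose test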;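 further: His-tagged Mcl-1 with rhodamine Noxa BH3 peptide and terbium anti-His antibody; 0% = Mcl-1 plus Noxa peptide wells and 100% = peptide-only wells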
Target sequence (Q07820 whole entry, looked up): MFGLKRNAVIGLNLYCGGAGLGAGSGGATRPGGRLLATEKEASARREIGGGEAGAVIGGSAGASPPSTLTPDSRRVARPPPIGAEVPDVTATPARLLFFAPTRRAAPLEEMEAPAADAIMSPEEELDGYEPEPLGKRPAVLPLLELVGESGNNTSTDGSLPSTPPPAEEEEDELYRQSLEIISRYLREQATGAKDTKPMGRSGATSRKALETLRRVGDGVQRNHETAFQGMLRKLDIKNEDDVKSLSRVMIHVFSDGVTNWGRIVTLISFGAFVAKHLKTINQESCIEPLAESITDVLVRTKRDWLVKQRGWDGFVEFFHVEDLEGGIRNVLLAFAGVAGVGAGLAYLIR
Rac1 wt modul: wildtype Rac1 GTP binding modulators, primary screen, biochemical, GST-Rac1 beads, flow cytometry, multiplex. GTP binding activity (% of control), % at 10 µM. 190,000 tested, 0.27% active. AID 757, 2007. fluorescent GTP binding; actives lie on both sides; 0 = cold GTP competed, 100 = untreated;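 active means GTP binding activity at least 20 points away from the 100% control level, either lower or higher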
Rab7 wt modul: modulators of GTP binding to Rab7, primary screen, biochemical, wildtype, multiplex bead flow cytometry; GST-Rab7 beads, fluorescent GTP binding; actives lie on both sides; untreated = 100%, excess cold GTP = 0%; GTP binding activity (percent of control), % at 10 µM; 190,000 tested, 0.055% active;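 active means fluorescent GTP binding to Rab7 beads changed by at least 20 points from the 100% baseline, either direction, mostly lower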;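 further: median green fluorescence of bound Bodipy-FL-GTP per Rab7 bead population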
Mcl1 Bid PPI: Mcl-1/Bid binding inhibitors, primary screen, biochemical, TR-FRET, 1536-well. inhibition, % at 21.7 µM. TR-FRET Mcl-1/Bid-Dy647 peptide binding. Induced myeloid leukemia cell differentiation protein Mcl-1 (Homo sapiens), Q07820. 220,000 tested, 0.97% active;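 active means compounds that cut the binding signal by more than half at the single screening dose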;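 further: His-tagged Mcl-1 with europium anti-His antibody binding Bid BH3 peptide; 0% = Mcl-1 plus peptide wells and 100% = peptide-only wells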
Pf gametocyte: late stage P. falciparum gametocyte viability inhibitors, primary screen, ATP luminescence, HTS. P. falciparum stage V gametocytes, 24 h. inhibition, % at 10.9 µM. 150,000 tested, 0.065% active;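 active means inhibition above the mean plus 3 SD of compounds within the control limits, set per campaign, cut at about 38% in these data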;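 further: 0% = DMSO wells and 100% = medium only without gametocytes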
Avidin fluor: green autofluorescence of compounds with avidin beads – biophysical, 488/530 nm, flow cytometry, artefact control, profiling panel; compound fluorescence 488/530 nm; hits give high values; fluorescence (KMESF) at 10 µM; 220,000 tested, 0.38% active; in the data active means fluorescence above about 47; further: inactives centre near 10
HRas wt GTP: modulators of GTP binding to HRas wildtype, primary screen, biochemical, bead-based flow cytometry, multiplex; GTPase HRas (Homo sapiens), P01112; GST-Ras wt beads, Bodipy-FL-GTP binding; actives lie on both sides; GTP binding activity, % at 10 µM; 190,000 tested, 0.14% active;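 active means GTP binding activity at least 20% away from the 100% baseline, either lowered as inhibitor or raised as activator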;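 further: 0% = unlabeled GTP competition control and 100% = no-compound control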
Target sequence (P01112 whole entry, looked up): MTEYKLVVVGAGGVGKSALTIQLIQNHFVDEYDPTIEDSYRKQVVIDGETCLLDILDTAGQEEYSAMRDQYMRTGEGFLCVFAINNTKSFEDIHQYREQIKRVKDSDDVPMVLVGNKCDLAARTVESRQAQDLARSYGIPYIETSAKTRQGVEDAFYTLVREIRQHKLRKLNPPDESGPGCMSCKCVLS
Cdc42 wt: modulators of GTP binding to wildtype Cdc42, primary screen, biochemical, multiplex bead flow cytometry, Bodipy-GTP; Cell division control protein 42 homolog (Homo sapiens), P60953; GST-Cdc42 beads; actives lie on both sides; percent activity (GTP binding), % at 10 µM; 190,000 tested, 0.2% active; AID 761, 2007;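 active means percent activity GTP binding at least 20 points away from the 100% baseline, either down as inhibitor or up as activator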;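 further: median bead fluorescence of bound Bodipy-FL-GTP at 100 nM; 0% = excess unlabeled GTP control and 100% = no compound control; below 100% means less GTP binding so inhibitor and above means activator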
Target sequence (P60953 whole entry, looked up): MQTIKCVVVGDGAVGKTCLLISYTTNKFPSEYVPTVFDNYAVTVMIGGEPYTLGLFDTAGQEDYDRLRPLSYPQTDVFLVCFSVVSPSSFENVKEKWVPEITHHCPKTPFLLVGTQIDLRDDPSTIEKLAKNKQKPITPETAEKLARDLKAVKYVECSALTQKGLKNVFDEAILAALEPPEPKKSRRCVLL
Rac1 mut GTP: GTP binding modulators of activated mutant Rac1, primary screen, biochemical, bead-based flow cytometry, multiplex, fluorescent GTP | GST-Rac1 activated beads; actives lie on both sides; 100% means binding = to untreated wells | percent activity (GTP binding), % at 10 µM | 190,000 tested, 0.11% active;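 active means GTP binding at least 20 percentage points away from the 100% baseline, in either direction, so actives lie on both sides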
Mcl-1 Bim block: inhibitors of Bim peptide binding to Mcl-1, primary screen, biochemical, bead-based flow cytometry, multiplex | Induced myeloid leukemia cell differentiation protein Mcl-1 (Homo sapiens), Q07820 | Bim peptide-Mcl-1 binding | inhibition, % at 10 µM | 190,000 tested, 0.1% active; in the data active means inhibition above about 40%;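 further: 0% = no compound tracer wells and 100% = peptide blocker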
Rab2 wt GTP: modulators of GTP binding to Rab2A wildtype, primary screen, biochemical, dog, bead-based flow cytometry, multiplex | Ras-related protein Rab-2A (Canis lupus familiaris), P61105 | GST-Rab2 wt beads, Bodipy-GTP binding | GTP binding activity, % at 10 µM | 190,000 tested, 0.19% active | AID 760, 2007;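 active means GTP binding activity at least 20 points away from 100%, either lowered or raised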;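 further: 0% = beads with excess unlabeled GTP and 100% = no-compound control corrected for plate trend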
Numbers without * were called inactive; nt = no result given.

canonical_smiles,Mcl1-Noxa inh,Rac1 wt modul,Rab7 wt modul,Mcl1 Bid PPI,Pf gametocyte,Avidin fluor,HRas wt GTP,Cdc42 wt,Rac1 mut GTP,Mcl-1 Bim block,Rab2 wt GTP
Cc1ccc(O)c(-c2cc(-c3ccccc3F)[nH]n2)c1,18,105,96,29,nt,7,100,101,99,-1,99
CCOc1ccc(/C=N/OCC(=O)Nc2cc(C)on2)cc1,5,98,98,-2,nt,12,100,98,101,0,99
CCOc1ccc(OCC)c(NC(=O)CSCC(=O)O)c1,12,103,99,8,nt,7,98,100,99,-3,100
CCCn1c(CNC(=O)c2cccs2)nc2ccccc21,21,96,91,-15,nt,3,94,94,94,0,96
Cc1cccc(/C=C2/SC(=O)N(Cc3ccccc3)C2=O)n1,13,108,102,4,9,9,102,106,98,-1,103
O=C(CCCn1cc([N+](=O)[O-])cn1)N1CCCCC1,18,102,103,-25,13,5,98,99,100,15,99
O=C(N/N=C/c1cccc(F)c1)c1c(O)c2ccccc2[nH]c1=O,64*,98,96,51*,9,5,93,96,93,5,93
O=C(CN1C(=O)c2ccccc2C1=O)Nc1ccccc1F,-8,106,99,5,-1,8,102,103,99,-1,100
O=C1c2ccccc2C(=O)N1c1ccc(S(=O)(=O)N2CCN(c3ccccc3)CC2)cc1,1,96,95,-16,nt,13,98,98,95,-1,96
Cc1cccc2cc(COC(=O)c3cccnc3)c(=O)[nH]c12,30,105,105,-36,nt,11,104,104,102,0,103
Cc1cccc2cc(C(c3nnnn3CC3CCCO3)N3CCCc4ccccc43)c(=O)[nH]c12 (centres undefined),-5,96,95,-7,-24,11,97,96,94,0,95
COC(=O)C1=C(C)NC2=C(C(=O)c3ccccc32)C1c1ccc(-c2ccc(C(=O)O)cc2)o1 (centres undefined),46,95,96,-30,nt,8,95,93,91,7,94

Other entries follow.
canonical_smiles,Mcl1-Noxa inh,Rac1 wt modul,Rab7 wt modul,Mcl1 Bid PPI,Pf gametocyte,Avidin fluor,HRas wt GTP,Cdc42 wt,Rac1 mut GTP,Mcl-1 Bim block,Rab2 wt GTP
CCCN(CCC)CCNC(=O)C1CCCN(S(=O)(=O)c2ccc3c(c2)oc(=O)n3C)C1 (centres undefined),6,108,104,-47,-8,6,107,109,104,-2,107
CCN(CC)S(=O)(=O)c1ccc2[nH]c(=O)cc(C(=O)Nc3cccc(C(C)=O)c3)c2c1,14,103,101,-35,3,8,99,101,101,0,99
CCNC(=O)CC1SC(=Nc2ccc(C)cc2)N(CC)C1=O (centres undefined),4,99,102,-4,nt,37,99,100,100,-1,100
CCc1c(O)cc2n(c1=O)-c1ccc(Cl)cc1C2(C)C,12,104,99,-12,-10,8,103,102,100,-22,101
O=C(NCc1ccncc1)c1cccc(Cn2cc(Br)cn2)c1,17,105,103,7,4,10,103,103,99,0,103
Cc1cccc(OCCCC(=O)O)c1,8,102,104,-13,-2,15,101,102,99,0,103
CCS(=O)(=O)N1CCC(C(=O)NCCc2ccc(C)cc2)CC1,-3,102,100,-12,22,8,101,100,95,4,98
CN1CCN(/C(=N\O)c2nonc2N)CC1,-20,100,97,-34,-14,5,98,98,99,1,98
CCOC(=O)c1sc2nc(CC(=O)OC)nc(NCc3ccco3)c2c1C,39,102,98,-22,nt,15,100,98,99,0,98
COC(=O)c1c(-c2ccccc2)csc1NC(=O)C1CC=CCC1C(=O)O (centres undefined),17,93,97,-3,nt,13,92,87,85,1,89
O=C1CCCC(c2ccccc2)N1 (centres undefined),4,92,91,-7,-23,2,93,96,94,-2,94
CCOC(=O)C1CCCN(CC(=O)Nc2cc(C)cc(C)c2)C1 (centres undefined),20,100,104,3,nt,13,100,100,99,2,98

Later entries.
canonical_smiles,Mcl1-Noxa inh,Rac1 wt modul,Rab7 wt modul,Mcl1 Bid PPI,Pf gametocyte,Avidin fluor,HRas wt GTP,Cdc42 wt,Rac1 mut GTP,Mcl-1 Bim block,Rab2 wt GTP
COc1ccc(C(=O)COC(=O)CSCc2c(C)noc2C)cc1OC,-5,102,103,-2,nt,7,100,102,99,-3,100
CCn1c(CNC(=O)c2ccccc2F)nnc1SCC(=O)NC1CCCCC1C (centres undefined),12,104,92,-10,nt,12,98,102,96,0,99
CCOC(=O)c1ccc(NC(=O)CN2C(=O)C3C4C=CC(C4)C3C2=O)cc1 (centres undefined),14,106,101,-6,nt,6,104,107,101,-6,103
COc1ccc(N2CCN(C(=O)Cc3ccc(S(=O)(=O)N4CCOCC4)s3)CC2)cc1,35,91,91,-42,6,21,92,96,91,2,92
CCCCN=C(NNc1ccc(Br)cc1)C(=O)OCC,10,101,102,-30,-19,12,98,101,98,0,99
C=CCN(CC=C)c1nc2ccccc2nc1C(C#N)C(=O)OC(C)C (centres undefined),3,101,97,-19,-2,34,98,98,99,-5,102
OCCC1CN(Cc2ccccc2OC2CCCC2)CCN1Cc1ccsc1 (centres undefined),5,99,100,-5,17,3,98,99,95,0,99
O=C(c1ccc(N2CCCC2=O)cc1)N1CCN(c2ccccc2)CC1,8,105,101,-15,nt,12,99,102,98,-3,100
Cc1cccc(OCc2n[nH]c(=S)o2)c1,17,102,101,-18,25,4,99,99,99,-2,98
Fc1ccc(CSc2nnc(-c3cccs3)o2)cc1,9,108,99,13,7,4,99,105,99,-2,99
CCOC(=O)N1CC=C2C(C#N)=C(N)C(C#N)(C#N)[C@H](c3cccs3)C2C1 (some centres undefined),0,100,100,-16,nt,8,99,99,99,nt,99
Cc1ccc(NC(=O)COC(=O)CCc2ccc(S(=O)(=O)N3CCOCC3)cc2)c(C)c1,13,97,93,-15,8,11,95,95,94,-1,95

Rewritten with values under each structure: part of the list above.
The line under a structure holds: Mcl1-Noxa inh | Rac1 wt modul | Rab7 wt modul | Mcl1 Bid PPI | Pf gametocyte | Avidin fluor | HRas wt GTP | Cdc42 wt | Rac1 mut GTP | Mcl-1 Bim block | Rab2 wt GTP
CCCCN=C(NNc1ccc(Br)cc1)C(=O)OCC
→ 10 | 101 | 102 | -30 | -19 | 12 | 98 | 101 | 98 | 0 | 99
C=CCN(CC=C)c1nc2ccccc2nc1C(C#N)C(=O)OC(C)C (centres undefined)
→ 3 | 101 | 97 | -19 | -2 | 34 | 98 | 98 | 99 | -5 | 102
OCCC1CN(Cc2ccccc2OC2CCCC2)CCN1Cc1ccsc1 (centres undefined)
→ 5 | 99 | 100 | -5 | 17 | 3 | 98 | 99 | 95 | 0 | 99
O=C(c1ccc(N2CCCC2=O)cc1)N1CCN(c2ccccc2)CC1
→ 8 | 105 | 101 | -15 | nt | 12 | 99 | 102 | 98 | -3 | 100
Cc1cccc(OCc2n[nH]c(=S)o2)c1
→ 17 | 102 | 101 | -18 | 25 | 4 | 99 | 99 | 99 | -2 | 98
Fc1ccc(CSc2nnc(-c3cccs3)o2)cc1
→ 9 | 108 | 99 | 13 | 7 | 4 | 99 | 105 | 99 | -2 | 99
CCOC(=O)N1CC=C2C(C#N)=C(N)C(C#N)(C#N)[C@H](c3cccs3)C2C1 (some centres undefined)
→ 0 | 100 | 100 | -16 | nt | 8 | 99 | 99 | 99 | nt | 99
Cc1ccc(NC(=O)COC(=O)CCc2ccc(S(=O)(=O)N3CCOCC3)cc2)c(C)c1
→ 13 | 97 | 93 | -15 | 8 | 11 | 95 | 95 | 94 | -1 | 95

Other records
canonical_smiles,Mcl1-Noxa inh,Rac1 wt modul,Rab7 wt modul,Mcl1 Bid PPI,Pf gametocyte,Avidin fluor,HRas wt GTP,Cdc42 wt,Rac1 mut GTP,Mcl-1 Bim block,Rab2 wt GTP
CCOc1ccc(S(=O)(=O)NCCCN2CCOCC2)cc1,-13,98,95,-18,-12,12,99,97,95,-1,97
CCn1c(SCC(=O)Nc2ccc(C)cc2)nc2nc3c(cc2c1=O)CCCC3,-12,101,102,2,10,7,98,101,96,-1,97
Cn1c(SCC(=O)N/N=C/C=C/c2ccccc2[N+](=O)[O-])nc2ccccc21,30,103,99,2,nt,28,101,102,100,-2,99
NNC(=S)NC1CCCCC1,12,92,94,-41,2,10,97,96,94,3,96
CC(C)CNC(=O)c1cccc(NC(=O)COc2ccc([N+](=O)[O-])cc2)c1,7,95,95,-3,37,8,97,98,94,-2,97
CCC(=O)Nc1nonc1-c1nc2ccccc2n1N(C(=O)CC)C(=O)CC,18,100,101,-8,nt,12,100,102,98,1,101
CCC(C)(C)NC(=O)C(c1ccc(OC)cc1)N(Cc1cccs1)C(=O)CCC(=O)Nc1cc(C)on1 (centres undefined),1,102,97,-3,19,4,100,96,95,0,98
Cc1cc(C)c(C#N)c(SCc2cn3ccccc3n2)n1,23,102,99,-20,8,1,98,97,99,0,98
CCOC(=O)c1cc2c(=O)n3ccccc3nc2n(CC2CCCO2)c1=NC(=O)/C=C/c1ccccc1 (centres undefined),15,98,97,-28,0,9,97,96,96,0,95
O=C(c1ccc(F)cc1)N1CCN(Cc2ccccc2Br)CC1,1,97,102,60*,nt,15,101,101,99,-9,102
O=C(NCCN1CCCC1)C1(S(=O)(=O)c2ccc(Cl)cc2)CC1,-10,102,104,-13,nt,13,102,101,99,-4,101
COC(=O)c1ccc2c(c1)NC(=O)C(N1CCCC1)S2 (centres undefined),8,112,115,-6,-2,19,109,105,103,-1,113

Additional compounds:
canonical_smiles,Mcl1-Noxa inh,Rac1 wt modul,Rab7 wt modul,Mcl1 Bid PPI,Pf gametocyte,Avidin fluor,HRas wt GTP,Cdc42 wt,Rac1 mut GTP,Mcl-1 Bim block,Rab2 wt GTP
O=C(O)c1cccc(NS(=O)(=O)c2ccc3c(c2)OCCCO3)c1,5,95,92,-3,nt,14,94,94,94,4,95
Cc1nn(-c2ccccc2)c(Cl)c1/C=N/Nc1nc2ccccc2n1C,17,109,103,13,-11,10,103,107,101,-1,104
COC(=O)Cn1ncc(N2C3CC(CC(C)(C)C3)C2C)c(Cl)c1=O (centres undefined),12,104,100,-15,-3,14,101,100,100,-6,97
CCOc1[nH]n(-c2ccc(Cl)cc2)c(=O)c1C=Nc1ccc(OC)cc1,0,95,94,-17,nt,33,95,94,92,-1,94
Cc1ccnc2nc(C(=O)OCC(=O)Nc3ccccc3C(C)(C)C)nn12,10,102,102,-15,nt,9,103,99,100,-5,100
CCCCn1c(=O)[nH]c(=O)c2c1nc(COC(=O)c1c(C)noc1C)n2CCC,14,107,103,5,-5,6,106,105,101,-8,106
Cc1cc(C)n(C(=O)c2ccccc2[N+](=O)[O-])n1,-3,99,92,-33,12,12,96,100,97,-3,98
Cc1ccc2c(c1)C(c1ccncc1)=NNC(c1ccccc1)=N2,1,96,96,-24,-1,9,93,92,94,-1,93
